# Source: PubChem BioAssay
# aGal spleen mod: qHTS Assay for Inhibitors and Activators of Human alpha-Galactosidase From Spleen Homogenate; Alpha-galactosidase A (Homo sapiens), P06280; human spleen homogenate, 4MU-alpha-Gal fluorescence, 40 min; Potency, µM (top dose mostly 80 µM), without a hit: top-dose activity change, negative = inhibition, most hits filed as inhibitors; 0.008% of 240,000 active; AID 2107, 2009;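 further: 0% = enzyme with vehicle and -100% = no enzyme basal signal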
# Target sequence (P06280 32-429 limits assumed): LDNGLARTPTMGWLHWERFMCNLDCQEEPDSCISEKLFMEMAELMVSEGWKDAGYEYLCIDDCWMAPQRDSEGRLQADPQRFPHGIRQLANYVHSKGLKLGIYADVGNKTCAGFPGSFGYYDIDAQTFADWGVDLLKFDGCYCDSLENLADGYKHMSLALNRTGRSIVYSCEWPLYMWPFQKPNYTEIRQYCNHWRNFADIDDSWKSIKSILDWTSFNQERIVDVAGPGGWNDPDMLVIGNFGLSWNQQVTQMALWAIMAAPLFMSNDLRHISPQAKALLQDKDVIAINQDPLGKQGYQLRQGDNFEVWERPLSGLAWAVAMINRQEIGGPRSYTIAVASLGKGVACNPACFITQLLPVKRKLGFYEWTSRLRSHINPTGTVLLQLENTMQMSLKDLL
#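 qHTS titration in buffer at pH 5.0. Alpha-galactosidase activity in spleen homogenate was measured via 4-methylumbelliferone release from 1 mM fluorogenic substrate after 40 min at 37C and a pH 10 stop. AC50 came from Hill fits of control-normalized data.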
# ALDH1A1 inh: qHTS Assay for Inhibitors of Aldehyde Dehydrogenase 1 (ALDH1A1) | Purified ALDH1A1, NADH fluorescence, propionaldehyde substrate | AID 1030, 2008 | 7.3% of 220,000 active | Potency, µM (highest dose often 75.3 µM), inactives show top-dose activity, negative = inhibition, hits mostly inhibitors | Aldehyde dehydrogenase 1A1 (Homo sapiens), P00352; active means well fitted inhibition curve with a large enough effect, not every such curve was filed as active; inconclusive means small, poorly fitted or top-dose-only effect, or another doubt; inactive means no such curve, though single readings can be large or run the other way;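 further: plate controls were no enzyme wells and a reference inhibitor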
# RGS12 GoLoco inh: qHTS Assay for Inhibitors of RGS12 GoLoco Motif Activity (Red Fluorophore); Guanine nucleotide-binding protein G(i) subunit alpha-1 (Homo sapiens), P63096; Gai1:RGS12 GoLoco peptide FP, rhodamine, 10 min; Potency, µM (series often up to 61.6 µM), without a hit: at the top dose activity, negative = inhibition, most hits filed as inhibitors; 0.44% of 230,000 active; active means well fitted inhibition curve with a large enough effect, not every such curve was filed as active; inactive means no such curve, though single readings can be large or run the other way; further: on the % scale 0 is the no-effect control and ±100 the full control effect; nearly all actives have a fitted effect of over 30% in size; many of its hits are not listed in these tables
# Target sequence (P63096 whole entry, looked up): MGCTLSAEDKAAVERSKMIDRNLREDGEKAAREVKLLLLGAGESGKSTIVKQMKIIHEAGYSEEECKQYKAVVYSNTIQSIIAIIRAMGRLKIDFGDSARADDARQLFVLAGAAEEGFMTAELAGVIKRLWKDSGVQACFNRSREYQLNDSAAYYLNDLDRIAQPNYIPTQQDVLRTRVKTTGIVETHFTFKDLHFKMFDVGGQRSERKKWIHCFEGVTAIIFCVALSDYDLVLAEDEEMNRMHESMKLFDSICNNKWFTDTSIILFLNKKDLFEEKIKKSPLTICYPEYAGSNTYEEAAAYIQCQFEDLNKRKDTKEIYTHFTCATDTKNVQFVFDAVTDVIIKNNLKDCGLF
# GAA spleen mod: qHTS Assay for Inhibitors and Activators of Human alpha-Glucosidase From Spleen Homogenate | Potency, µM (highest dose often 79.9 µM), inactives show at the highest dose activity change, negative = inhibition, actives largely listed as inhibitors | human spleen homogenate, 4-MU-alpha-glucoside fluorescence | AID 2112, 2009 | 0.006% of 240,000 active;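 further: 0% = enzyme with vehicle and -100% = no enzyme basal signal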
#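 Enzyme source: human spleen homogenate, 1 ug/well. Buffer 50 mM citric acid/K phosphate pH 5.0, 0.01% Tween-20. 4-MU-alpha-glucoside 1 mM; 37 C x 40 min; NaOH/glycine stop; fluorescence.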
# GAA glycogen: qHTS Assay for Inhibitors and Activators of Human alpha-Glucosidase Cleavage of Glycogen | Lysosomal alpha-glucosidase (Homo sapiens), P10253 | Potency, µM (highest dose often 76.4 µM), without a hit: top-dose activity change, negative = inhibition, most hits filed as inhibitors | 0.38% of 300,000 active | recombinant GAA, glycogen substrate, Amplex Red glucose oxidase fluorescence | AID 2100, 2009;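 further: 0% = full enzyme reaction and -100% = no-enzyme basal signal; the screen sought inhibitors and activators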
#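 Recombinant human enzyme (4 nM); glycogen substrate; 37 C, 40 min, pH 5.0. Readout: coupled glucose oxidase/Amplex Red fluorescence.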
# SMN2 splice up: qHTS Assay for Enhancers of SMN2 Splice Variant Expression | HEK293 SMN2-luciferase splicing reporter, luminescence, 30-36 h | Potency, µM (doses to about 46.1 µM), for the others: top-dose activity change, positive = activation, actives largely listed as activators | 2.8% of 210,000 active | AID 1458, 2008; further: % of control where 0% means no effect; nearly all actives have a fitted effect of over 55% in size
#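 HEK293 cells carry an SMN2 minigene-luciferase reporter in which exon 7 inclusion puts luciferase in frame. Cells were seeded at 2000 cells/well, attached for 10-12 hours, then exposed to compounds for 30-36 hours at 37C before ONE-Glo luminescence.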
# GAA inhib: qHTS Assay for Inhibitors of Human alpha-Glucosidase as a Potential Chaperone Treatment of Pompe Disease; Lysosomal alpha-glucosidase (Homo sapiens), P10253; purified human GAA, 4-MU-alpha-glucoside fluorescence; Potency, µM (series often up to 76.9 µM), without a hit: at the highest dose activity change, negative = inhibition, usual class: inhibitors; 0.005% of 200,000 active;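 further: plate controls were uninhibited enzyme wells for no effect and no-enzyme background for full effect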
#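 Human enzyme at 4 nM with 400 uM 4-methylumbelliferyl-alpha-D-pyranoside, citrate/phosphate buffer pH 5.0, 0.005% Tween-20, 20 min at room temperature. Compounds up to 77 uM. 4-MU fluorescence (Ex 365/Em 440) read after NaOH/glycine stop; AC50 from Hill fit.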
# JMJD2E inh: qHTS Assay for Inhibitors of Human Jumonji Domain Containing 2E (JMJD2E); Lysine-specific demethylase 4E (Homo sapiens), B2RXH2; JMJD2E catalytic domain, FDH-coupled NADH fluorescence (FDH is formaldehyde dehydrogenase); Potency, µM (highest dose often 57.1 µM), without a hit: top-dose activity change, negative = inhibition, actives largely listed as inhibitors; 1.6% of 230,000 active; active means well fitted inhibition curve with a large enough effect, not every such curve was filed as active; inconclusive means small, poorly fitted or top-dose-only effect, or another doubt; inactive means no such curve, though single readings can be large or run the other way;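 further: 0% = wells with enzyme and -100% = buffer wells without enzyme; nearly all actives have a fitted effect of over 50% in size; many of its hits are not listed in these tables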
# Target sequence (B2RXH2 1-337 limits assumed): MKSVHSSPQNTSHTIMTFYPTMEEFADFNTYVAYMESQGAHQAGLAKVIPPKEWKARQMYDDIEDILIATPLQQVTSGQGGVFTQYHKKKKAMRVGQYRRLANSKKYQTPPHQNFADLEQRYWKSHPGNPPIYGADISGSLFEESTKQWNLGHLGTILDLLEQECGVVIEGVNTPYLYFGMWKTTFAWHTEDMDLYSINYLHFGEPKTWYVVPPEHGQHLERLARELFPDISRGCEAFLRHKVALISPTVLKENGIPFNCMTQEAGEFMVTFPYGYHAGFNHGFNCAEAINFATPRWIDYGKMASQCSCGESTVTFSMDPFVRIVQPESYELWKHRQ
# * = called active by the depositor; ? = inconclusive; . = not tested or not shown; & = joins results of further samples; ! = a repeat was not active; [ ] = dose if it differs, or a comment. Unless noted, the call rests on the fitted dose curve; in most records, active means well fitted curve in the direction sought with a large enough effect; inconclusive means small, poorly fitted or top-dose-only effect, or another doubt; inactive means no such curve, though single readings can be large; an effect the other way counts as inactive or inconclusive. Potency means the concentration at half of the fitted maximal effect.
SMILES,aGal spleen mod,ALDH1A1 inh,RGS12 GoLoco inh,GAA spleen mod,GAA glycogen,SMN2 splice up,GAA inhib,JMJD2E inh
Cc1cc(/C=C2\C(=O)NC(=O)N(c3cccc(Br)c3)C2=O)c(C)n1C,4%,-4%,83%[activator],2%,7%,4%,6%,4%
Cc1cccc2c1N(N=O)CCC2,-15%,-11%,-6%,0%,2%,-29%,7%,10%
CCN(CC)CC(O)c1ccc(C2CCCC2)cc1 (stereo not given),-1%,?,11%,7%,-5%,-18%,-5%,11%
COc1ccc(CCNCc2ccc(SC)cc2)cc1,7%,13%,7%,-1%,?,2%,11%,11%
CN1CCN(CCC(C#N)(c2ccccc2)c2ccccc2)CC1,-4%,3%,-2%,-4%,-9%,-1%,3%,6%
COc1ccccc1OP(=O)(Nc1cccnc1)Oc1ccccc1OC,-5%,-2%,4%,-16%,11%,18%,-1%,2%
Cc1ccc(-c2nn(Cc3ccccc3)cc2C=O)cc1C,-4%,?,4%,-4%,9%,6%,6%,-7%
Cn1c(C(=O)O)c(CC(=O)N2CCN(Cc3ccccc3)CC2)c2ccccc21,-2%,-1%,3%,-2%,-5%,5%,-3%,-10%
Nc1ccc(-c2ccc(N)c(Cl)c2)cc1Cl,-13%,?,3%,-4%,.,17%,.,.
CCN(c1ccc(C(O)(C(=O)OC)C(F)(F)F)cc1)S(=O)(=O)c1ccccc1 (stereo not given),6%,4%,11%,3%,2%,5%,-9%,4%
C=CCn1c(O)c(C=Nc2c(C)n(C)n(-c3ccccc3)c2=O)c(=O)[nH]c1=O,-7%,.,13%,-11%,-18%,.,.,1%
Cc1ccc([N+](=O)[O-])cc1C,3%,?,48%[activator],-4%,.,-2%,.,.
CCOP(=O)(OCC)c1ccc(O)cc1,-4%,12%,-3%,4%,-9%,.,5%,3%
O=C1NC(=O)C2(C(=O)N1)C(c1ccc(F)cc1)NC(=S)NC2c1ccc(F)cc1 (stereo not given),-3%,8%,7%,-6%,-2%,9%,-3%,7%
COc1ccc(C2CC(c3c(O)n(CCc4ccccc4)c(=O)[nH]c3=O)=NN2)cc1OC (stereo not given),-3%,.,4%,-2%,?,.,.,?
O=c1c2ccccc2nc(-c2ccc([N+](=O)[O-])cc2)n1-c1ccccc1,1%,3.2µM*,62%[activator],0%,10%,-25%,-9%,0%
COc1ccc2c(c1)c(C(=O)O)c(C)n2C(C)C,1%,7%,-2%,0%,0%,5%,?,?
O=C(O)c1cccc(Cl)c1,-6%,11%,-4%,6%,.,5%,.,.
CCOC(=O)CNC(=O)CNC(=O)C(Cc1ccc(N(CCCl)CCCl)cc1)NC(C)=O (stereo not given),10%,0%,8%,5%,-8%,.,-10%,-24%
CC(=O)c1ccc(OC(=O)N(C)c2ccccc2)cc1,4%,-5%,16%,2%,0%,16µM*,-2%,5%
O=C(CCl)NN=C(c1ccccc1)c1ccccc1,-2%,0.013µM*,3%,-1%,-4%,?,2%,-4%
COc1ccc(C(CC(=O)N2CCC3(CC2)OCCO3)NS(=O)(=O)c2ccc(C)cc2)cc1 (stereo not given),-1%,?,2%,-8%,5%,-2%,-3%,1%
COc1ccc(OC)c(CN2CCCC(C(=O)c3sccc3C)C2)c1 (stereo not given),-1%,.,7%,7%,6%,.,.,-7%
C[C@]12CCC3C(CC[C@H]4C[C@H](O)CC[C@]34C)[C@@H]1CC[C@@H]2C(=O)CO (stereo not given in full),-2%,19%,5%,5%,.,-20%,.,.
O=C(Cc1ccccc1)N1CCN(C2CCCC2)CC1,7%,?,-10%,0%,15%,-10%,-11%,?
O=C(CN1CCN(Cc2ccc(Cl)cc2)C1=O)N1CCC2(CC1)OCCO2,5%,-6%,5%,0%,7%,-7%,-3%,-1%
CC(C)N1C(=O)CCC1C(=O)N1CCC2(CC1)OCCO2 (stereo not given),0%,4%,1%,-4%,2%,-1%,-9%,1%
Cc1cccc(-n2c(O)c(C=NCCCN3CCOCC3)c(=O)[nH]c2=O)c1C,2%,10%,-3%,-2%,3%,-9%,3%,6%
OC1(c2ccccc2F)CC2CCC(C1)N2CCN1CCOCC1 (stereo not given),2%,5%,1%,-4%,2%,-7%,1%,-5%
CCOc1ccc(N=C2SCCCN2C)cc1,-12%,-3%,18µM*,-5%,3%,-11%,1%,-8%
COc1ccc(/C=N/N=C(/N)N[N+](=O)[O-])c(OC)c1,-5%,-1%,7%,-3%,7%,-5%,-4%,?
C[C@@H]1O[C@@H](O[C@H]2C[C@@H](O)[C@]3(CO)[C@H]4[C@H](O)C[C@]5(C)[C@@H]([C@@H]6COC(=O)C6)CC[C@]5(O)[C@@H]4CC[C@]3(O)C2)[C@H](O)[C@H](O)[C@H]1O,-5%,12%,7%,3%,.,-94%[inhibitor],.,4%
CCN(CC)C(=O)N[C@H]1C=C2c3cccc4[nH]cc(c34)C[C@@H]2N(C)C1,19%[29.1 µM],?,-22%[21.6 µM],-5%[29.1 µM],.,-10%[20.6 µM],.,?
COC(=O)COc1cc(Cl)c(Cl)cc1Cl,2%,5%,5%,1%,.,-2%,.,11%
C/C(=N\N1CCCCCC1)c1c(O)n(-c2ccccc2C)c(=O)[nH]c1=O,1%,.,3%,-10%,-1%,.,.,-6%
COC(=O)c1nc(-c2ccc3c(n2)C(=O)C(N)=C(OC)C3=O)c(N)c(-c2ccc(OC)c(OC)c2O)c1C,1%,.,23%,-9%,1%,.,.,20µM*
CCC(=NCc1ccco1)c1c(O)n(-c2ccccc2)c(=O)[nH]c1=O,-17%,-6%,3%,-7%,4%,-13%,-3%,3%
Cc1ccccc1-n1c(O)c(C=Nc2ccc3c(c2)OCO3)c(=O)[nH]c1=O,1%,-7%,5%,-8%,2%,-6%,0%,-5%
CN(C)CCN=Cc1c(O)n(C2CCCCCC2)c(=O)[nH]c1=O,5%,-7%,9%,4%,4%,-8%,0%,1%
COc1cc2c(cc1O)C[C@H]1NCCc3cc4c(c-2c31)OCO4,-10%,?,6%,5%,-7%,?,4%,?
CC(C)N1CCC2(CC1)NC(CO)(CO)CO2,-13%,1%,-16%,-5%,9%,-8%,-2%,11%
COC1=CC(=O)OC(/C=C/c2ccccc2)C1 (stereo not given),-6%&0%,-2%&-15%,-1%&1%,5%&-3%,6%,-4%&4%,-2%[15.4 µM],4%
OCC1CO1 (stereo not given),0%,4%,-11%,1%,.,-11%,.,.
O=C(N/N=C/c1c(O)n(CCc2ccccc2)c(=O)[nH]c1=O)c1ccncc1,-13%,?,5%,-9%,14%,14%,5%,28µM*
Cn1c(=O)oc2cc(S(=O)(=O)N3CCC(C(=O)N4CCN(c5ccccc5)CC4)CC3)ccc21,5%,6%,5%,7%,2%,-38%[inhibitor],-9%,-2%
O=P(/C(=N/O)N1CCOCC1)(N1CCOCC1)N1CCOCC1,1%,10%,0%,3%,6%,5%,?,2%
S=C=Nc1ccccn1,1%,-6%,-1%,-5%,-13%,.,1%,-6%
COC(=O)C(C#N)C(c1cccnc1)c1c(C)[nH][nH]c1=O (stereo not given),-9%,?,-7%,-2%,?,12%,-1%,?
COc1ccc(P2(=O)Nc3ccccc3N2)cc1,-9%,24%,1%,5%,?,24%,6%,-12%
NC(=O)c1ncn([C@@H]2O[C@H](CO)[C@@H](O)[C@H]2O)n1,?,25µM*!,4%&7%&-2%,2%&-3%&-4%,0%,?,2%[15.4 µM],8%&4%

# 2 of the compounds above, as labelled records:
Cn1c(=O)oc2cc(S(=O)(=O)N3CCC(C(=O)N4CCN(c5ccccc5)CC4)CC3)ccc21
  aGal spleen mod: 5% | ALDH1A1 inh: 6% | RGS12 GoLoco inh: 5% | GAA spleen mod: 7% | GAA glycogen: 2% | SMN2 splice up: -38%[inhibitor] | GAA inhib: -9% | JMJD2E inh: -2%
O=P(/C(=N/O)N1CCOCC1)(N1CCOCC1)N1CCOCC1
  aGal spleen mod: 1% | ALDH1A1 inh: 10% | RGS12 GoLoco inh: 0% | GAA spleen mod: 3% | GAA glycogen: 6% | SMN2 splice up: 5% | GAA inhib: ? | JMJD2E inh: 2%

# More entries
SMILES,aGal spleen mod,ALDH1A1 inh,RGS12 GoLoco inh,GAA spleen mod,GAA glycogen,SMN2 splice up,GAA inhib,JMJD2E inh
CCN1CCN(c2ccc([N+](=O)[O-])cc2C#N)CC1,1%,6%,-8%,4%,6%,18%,-7%,11%
C=CCn1c(O)c(/C(C)=N/N2CCN(C)CC2)c(=O)[nH]c1=O,1%,.,-4%,6%,-1%,.,.,-2%
COc1cc2c(c(OC)c1OC)-c1ccc(O)c(=O)cc1[C@H](N)CC2,-9%[29.1 µM],4%[20.9 µM],4%[21.6 µM],-1%[29.1 µM],.,4%[20.6 µM],.,7.9µM*
CC(C)N(C(=O)CCl)c1ccccc1,10%,0.028µM*,4%,-6%,.,-38%[inhibitor],.,-2%
CCCCOC(C)=O,1%,?,-3%,-4%,.,9%,.,.
C=CCN1C[C@H](C)N([C@@H](c2ccccc2)c2ccc(C(=O)N(CC)CC)cc2)C[C@H]1C,3%,2%,2%,5%,.,.,.,?
Clc1ccc(C(Cl)(Cl)Cl)c(Cl)c1,-2%,5%,-2%,-1%,.,-4%,.,.
COc1ccc(-n2c(SCC(=O)c3c(N)n(C)c(=O)n(C)c3=O)nc3ccccc32)cc1,-6%,?,89%[activator],-6%,-14%,-5%,1%,3%
CC(=O)CCC(C)=O,3%,?,-15%,1%,.,-12%,.,.
CCC(=NCc1ccco1)c1c(O)n(-c2ccc(C)cc2)c(=O)[nH]c1=O,-10%,?,2%,1%,-3%,-29%,-4%,3%
Cc1cccc(C)c1NC1=NCCCS1,12%,-3%,8%,4%,-1%,3%,9%,5%

# Some of the compounds tested; count on the stated rates, not on these rows.
